Screening results as filed in PubChem BioAssay.
XiGFP reactiv: X-chromosome reactivation activator; AID 743238; activation, % at 7.58 µM; 0.055% of 360,000 active; XiGFP mouse fibroblasts, % GFP-positive cells imaging, 3 d; cells co-treated with 5-aza-dC sensitizer; scaled so ellipticine positive control = 100%;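 active means mean normalized replicate activation at least 10% and every replicate at or above 10%; inconclusive means only one of the two criteria met; inactive means mean below 10% and not all replicates reach 10%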;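 further: 0% = median of on-plate neutral control wells and 100% = ellipticine 6 µM median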
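Material: SV40-immortalized XiGFP fibroblast cells, line 68-5-11 | Buffer or medium: DMEM containing 5-aza-dC | Dosing: One concentration, pinned | Times: 3 d treatment, 15 min room-temperature fixation | Controls: Ellipticine 6 µM positive control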
esBAF inh: inhibitors of esBAF chromatin remodeling in mouse ES cells; 2% of 350,000 active; AID 602393; reporter increase, % at 12.5 µM; Bmi1-luciferase knock-in reporter, 24 h; 100% = twice the neutral-well signal; in the data active means activation above about 40%; inconclusive means no clear call, values can overlap the other calls;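 further: 0% = median of the plate's neutral control wells and 100% = double that signal; a rise in the Bmi1 reporter signal indicates esBAF inhibition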
ARNT-TACC3 inh: disruptors of human ARNT/TACC3 interaction | inhibition, % at 9.99 µM | AlphaScreen His-ARNT PAS-B/GST-TACC3 binding, luminescence; TACC3 fragment carries E629A point mutation | Q9Y6A5 | AID 623870 | 0.66% of 390,000 active;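 active means mean inhibition of replicates at least 50% and at least half of replicates each reaching 50%; inconclusive means half or more replicates reach 50% but mean below 50%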;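 further: 0% = complete ARNT plus TACC3 wells and 100% = ARNT alone without TACC3; many hits fall short of the cut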
ERAP1 HTS inh: inhibitors of human ERAP1 aminopeptidase; recombinant ERAP1, Leu-AMC fluorescence, 60 min; Q9NZ08; 0.15% of 340,000 active; inhibition, % at 10.7 µM; AID 652197;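 active means mean replicate inhibition of at least 30%, or all replicates individually reaching that 30% level; inactive means mean below 30% and not every replicate reaching it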;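 further: 0% = neutral control wells and 100% = L-leucinethiol positive control wells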
RAD54 branch: inhibitors of human RAD54 branch migration; Q92698; RAD54 Holliday junction branch migration, FAM/BHQ fluorescence; inhibition, % at 10.4 µM; 0.14% of 360,000 active; AID 602329;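 active means mean normalized replicate activity at least 40 and at least half of replicates scoring 40 or more; inconclusive means only one of the two criteria met; inactive means mean below 40 and under half of replicates reaching 40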;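 further: 0% = median of neutral control wells and 100% = median of positive control wells; inhibitors cause a drop in the FAM fluorescence signal; in these data hits start at about 50%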
Target sequence (Q92698 whole entry, looked up): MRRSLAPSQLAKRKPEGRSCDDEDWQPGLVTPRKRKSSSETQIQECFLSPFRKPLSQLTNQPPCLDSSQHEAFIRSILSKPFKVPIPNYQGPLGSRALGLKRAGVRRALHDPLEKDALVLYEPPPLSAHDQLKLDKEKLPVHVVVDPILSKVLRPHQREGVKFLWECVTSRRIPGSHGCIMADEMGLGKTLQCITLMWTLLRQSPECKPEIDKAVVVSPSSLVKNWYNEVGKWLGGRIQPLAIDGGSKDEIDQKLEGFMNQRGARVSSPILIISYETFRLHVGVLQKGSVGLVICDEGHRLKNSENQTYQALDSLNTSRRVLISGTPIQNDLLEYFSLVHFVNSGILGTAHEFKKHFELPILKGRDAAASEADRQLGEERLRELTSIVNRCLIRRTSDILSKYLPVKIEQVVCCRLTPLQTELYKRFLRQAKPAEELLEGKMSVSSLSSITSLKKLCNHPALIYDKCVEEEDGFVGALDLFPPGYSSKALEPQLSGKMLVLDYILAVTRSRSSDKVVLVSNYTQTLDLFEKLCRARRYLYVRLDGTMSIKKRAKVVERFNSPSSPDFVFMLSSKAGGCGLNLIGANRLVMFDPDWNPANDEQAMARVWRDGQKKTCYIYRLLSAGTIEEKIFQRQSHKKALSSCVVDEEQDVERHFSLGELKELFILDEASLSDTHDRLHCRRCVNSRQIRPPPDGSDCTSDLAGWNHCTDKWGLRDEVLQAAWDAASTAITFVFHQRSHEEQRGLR
RAD52 inh: blocks human RAD52 DNA annealing. P43351. recombinant RAD52 DNA annealing, FRET fluorescence. inhibition, % at 18.7 µM. 0.46% of 360,000 active;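 active means every replicate showing at least 50% inhibition; inconclusive means mean inhibition at least 50% but not in every replicate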
CFTR F508del cor: CFTR F508del correction in bronchial cells; CFBE cells, YFP halide quenching; stimulated with forskolin plus potentiator P3; % fluorescence drop versus neutral controls; AID 720511; activity (quench increase), % at 7.58 µM; 0.36% of 350,000 active;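 active means mean added fluorescence quench of at least 8% versus neutral control, with both replicates also reaching 8%; inconclusive means only one of the mean or replicate conditions met; inactive means mean below 8% and not both replicates reaching 8%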;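 further: cells transiently co-express mutant CFTR-F508del with the halide-sensitive YFP; corrector assay measuring rescue of mutant channel to the surface after 24 h compound exposure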
INS-1E GSIS act: primary screen for activators of insulin secretion dependent on glucose, INS-1E cells, GLuc reporter luminescence; INS-1E GLuc reporter insulin secretion, 2-3 h; activation, % at 16.6 µM; 0.61% of 370,000 active; AID 743287;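 active means lowest replicate activation of at least 40%, so every replicate reaches that level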;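 further: 0% = median of neutral control wells and 100% = median of IBMX positive control wells; some compounds called inactive have numbers as strong as hits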
* hit, by the source's call; ? = inconclusive; . = not tested or not shown.

SMILES	XiGFP reactiv	esBAF inh	ARNT-TACC3 inh	ERAP1 HTS inh	RAD54 branch	RAD52 inh	CFTR F508del cor	INS-1E GSIS act
CCS(=O)(=O)NCC[C@@H]1CC[C@@H](NS(=O)(=O)c2ccccc2C)[C@H](CO)O1	0.3	2	-7	0	0	-3	-0.3	-1
Cc1ccc(-c2nnc(Nc3ccc4c(c3)OCO4)c3ccccc23)cc1S(=O)(=O)NCCO	1.0	.	-1	2	-3	0	.	1
CN(C)S(=O)(=O)n1cc(/C=C(\NC(=O)c2ccccc2)C(=O)N2CCCCC2)c2ccccc21	0.1	1	.	-7	1	14	-2.0	-8
O=C(c1ccccn1)N1CCN(S(=O)(=O)c2cccc(Br)c2)CC1	0.0	-2	-4	-2	-2	-11	-0.1	1
CN1C[C@@H](O)COC[C@H]2O[C@H](CC(=O)N3CCN(c4ccccc4)CC3)CC[C@@H]21	0.2	5	3	2	-2	-7	-0.2	4
CC1CC(C)CN(CCCNC(=O)CN2C(=O)CSc3ccc(S(=O)(=O)N4CCCCC4)cc32)C1 (stereo unspecified)	0.2	-1	-30	-2	6	6	1.6	8
C[C@H]1CN([C@@H](C)CO)C(=O)c2cc(C#Cc3ccccc3F)cnc2O[C@@H]1CN(C)C(=O)C1CCCCC1	-0.8	-3	7	1	1	-1	-0.9	-10
COc1cccc(CN2CC(C(=O)NCCCc3ccc(C)cc3)CCC2=O)c1 (stereo unspecified)	0.0	31	-2	0	3	-7	-3.4	-28
COc1cc(F)ccc1CN1CCC(C(=O)Nc2ccc(Oc3ccccc3)nc2)CC1	0.0	-22	0	-5	-1	-13	-2.0	-6
C[C@H](CO)N1C[C@H](C)[C@@H](CN(C)C(=O)C2CCOCC2)Oc2ncc(C#Cc3ccccc3F)cc2C1=O	0.5	2	-6	-2	0	-3	0.5	0
CN(CC(=O)Nc1cccc(F)c1)C(=O)Cn1cnc2c1c(=O)n(C)c(=O)n2C	0.0	.	-7	23	.	-12	-0.1	0
NC(=O)c1cccc(Nc2nc(C(N)Cc3ccc(C(F)(F)F)cc3)cs2)n1 (stereo unspecified)	3.6	-7	.	0	-1	2	5.0	-4
CCNC(=O)[C@H]1[C@H](CO)[C@H]2Cn3c(ccc(-c4ccccc4)c3=O)[C@@H]1N2C(=O)CC1CC1	0.8	.	.	1	.	-15	1.8	-6
Cc1cc2nc(-c3ccc(SCC(=O)N4CCc5ccccc54)nc3)[nH]c2cc1C	.	75*	-1	2	6	-40	3.1	-13
O=C(NC[C@@H]1[C@@H](c2ccccc2)[C@H](CO)N1C(=O)Cc1cccnc1)C1CC1	0.0	2	0	0	-3	-5	-3.7	7
O=C(Cc1cccc2ccccc12)OCn1nnc2ccccc2c1=O	0.0	2	0	4	3	-13	1.9	1
C[C@@H]1CCCCO[C@H](CN(C)C(=O)Nc2ccc(F)cc2)[C@H](C)CN([C@H](C)CO)C(=O)c2cc(NC(=O)C3CCCCC3)ccc2O1	-1.1	1	-7	0	-4	-46	-4.6	-4
O=C(c1sccc1Cl)N1CCN(Cc2ccc3c(c2)OCO3)CC1	-0.1	1	-1	3	-3	-13	0.0	0
COC(=O)c1c(NC(=O)CCN2CCOCC2)sc2c1CCCC2	0.0	-2	-5	3	-2	5	-2.6	.
COc1ccc(S(=O)(=O)N2CCN(C(=O)C3CC3)CC2)cc1	0.0	3	0	-3	-11	1	-0.4	18
CCCn1nc(NC(=O)c2cccs2)c2cc3cccc(C)c3nc21	0.2	.	.	-8	3	-43	1.9	-6
COC(=O)C1=C(C)N(C)C(=NCc2cc(OC)c(OC)c(OC)c2)NC1c1ccc(Cl)cc1 (stereo unspecified)	0.1	.	.	-2	.	-6	0.0	.
O=C(CN1C(=O)C(=O)N(C2CCCC2)C1=O)NCCc1ccc(Cl)cc1Cl	-0.1	0	1	0	4	-5	-3.8	2
CN(C)c1nc2c(cnn2C)c(=O)[nH]1	1.2	-9	-5	0	6	-2	-0.9	2
C[C@@H]1CN([C@@H](C)CO)C(=O)c2cc(NC(=O)C3CC3)ccc2O[C@H]1CN(C)Cc1ccc(-c2ccccc2)cc1	0.1	-4	9	2	-4	16	1.0	-23
CCCCNC(=O)C1C(c2ccc(C(F)(F)F)cc2)=Nc2ccccc2N1C(=O)c1ccc2nc(C)[nH]c2c1 (stereo unspecified)	0.0	.	.	1	.	-14	0.6	6
O=C(/C=C/c1ccc(Cl)c([N+](=O)[O-])c1)Nc1cccc(NC(=O)c2ccco2)c1	0.0	12	5	-1	.	-12	-1.1	0
Cc1cc(C)n(-c2nc(NCCN(C)C)c3c4c(sc3n2)CCCC4)n1	0.3	.	15	8	.	83*	-4.6	53*
CCc1ccc(S(=O)(=O)NCc2csc(-c3cccnc3)n2)s1	0.0	-10	.	2	12	-11	0.1	25
O=C(NCCC(=O)N1CCN(S(=O)(=O)c2ccccc2F)CC1)Nc1ccccc1	0.0	-4	-6	2	6	-10	2.6	-8
O=C(Nc1ccccc1Cl)c1cc(C2CCCCN2C(=O)OCCF)on1 (stereo unspecified)	0.1	2	.	-2	8	-20	-0.8	-3
CN1C(=O)/C(=C\c2ccc(OC(=O)c3ccco3)cc2)SC1=S	0.0	21	.	1	1	-83	4.0	16
COCC(=O)Nc1ccc2c(c1)OC[C@H](C)N(Cc1ccccc1F)C[C@@H](C)[C@H](OC)CN(C)C2=O	0.1	-2	0	-3	-3	13	1.2	-6
O=C(C[C@@H]1CC[C@@H]2[C@H](COC[C@@H](O)CN2CCc2ccccc2)O1)N1CCC(Cc2ccccc2)CC1	0.0	-3	.	-1	18	-4	-5.8	-29
CNC[C@H]1Oc2ncc(C3=CCCCC3)cc2C(=O)N([C@@H](C)CO)C[C@H]1C	0.1	-1	.	.	.	.	-0.3	-10
O=C(NCCNC(=O)c1ccccc1Br)c1ccccc1Br	0.2	-14	.	-4	-7	-15	0.6	11
CC1(C2CCC3C4CCC5CC6(CCC5(C)C4C(=O)CC32C)OCCO6)OCCO1 (stereo unspecified)	0.3	-7	-12	-2	-10	-4	0.4	.
Cc1ccc(S(=O)(=O)N2CCCCC2)cc1NC(=O)CCCOc1ccccc1	0.0	2	0	-2	-4	-19	-3.1	-55
CN(CCNC(=O)c1ccc(CS(=O)(=O)c2c(Cl)cccc2Cl)o1)CCc1ccccc1	0.0	.	5	-2	.	-7	4.3	-20
Cn1nnnc1Sc1ncnc2scc(-c3ccccc3C(F)(F)F)c12	0.0	-2	-2	3	-10	-8	-11	50
O=C(CNC(=O)c1ccccc1C(F)(F)F)N/N=C/c1cccs1	0.0	-6	-2	4	2	-13	-2.4	-3
O=C(C[C@@H]1CC[C@@H]2[C@H](COC[C@@H](O)CN2Cc2cc(F)cc(F)c2)O1)NCc1cccc(F)c1	0.1	5	3	-1	-11	2	-4.8	-7
CCOC(=O)c1ccc(NC(=O)CSc2nc(SC)ns2)cc1	.	?	-2	.	-2	.	.	-16
O=C(Nc1ccccc1F)c1ccc(-c2cccc([N+](=O)[O-])c2)o1	0.1	27	4	-2	-2	-10	-0.2	1
COc1ccc(OCCCC(=O)N(C)CC(=O)Nc2c(C)cccc2C)cc1	-0.1	-2	40	7	2	-2	1.0	9
CC(C)Sc1nc2c(c(=O)[nH]1)C(c1cccs1)C1=C(CC(C)(C)CC1=O)N2 (stereo unspecified)	-0.1	-17	-3	-6	0	-12	0.8	-4
COC(=O)c1cc2ccsc2n1Cc1cc(=O)n2ccccc2n1	.	28	1	-3	-2	-39	3.3	15
CCCCc1c(-c2ccccc2OC)ncn1Cc1ccc(C)cc1	0.0	.	.	5	.	-10	2.0	66*
COc1ccc(CNC(=O)CN(C(=O)c2csnn2)c2cnc3ccccc3c2)cc1	0.1	-7	1	3	3	-3	-1.2	9
CCOc1ccccc1C=NNC(=O)C(=O)NN=Cc1ccccc1OCC	0.0	.	3	0	7	-14	-0.7	3
CNC(=S)N1CCN(C(=O)c2ccco2)CC1	0.0	-3	-5	-3	-5	-14	-3.5	1
COc1cccc(NC(=O)CSc2nc(=O)n(CCN(C)C)c3c2CCCC3)c1	0.0	-1	2	-14	0	-3	-0.5	12
CS(=O)(=O)c1ccccc1-c1nnc(NC(=O)c2ccco2)o1	-0.1	1	19	-2	-2	-11	0.2	13
Cc1ccc(S(=O)(=O)N(CCC#N)C2CCCCC2)c2nsnc12	-0.1	1	3	.	5	.	.	15
O=C1CN(C(=O)COC(=O)c2c(F)cccc2Cl)c2ccccc2N1	0.9	3	-4	-1	-6	-1	-0.3	-2
COc1ccc(S(=O)(=O)Nc2ccc3c(c2)C(=O)N([C@H](C)CO)C[C@@H](C)[C@@H](CN(C)C(=O)Nc2ccc(F)cc2)O3)cc1	-1.0	-3	-8	2	-1	-12	-1.4	9
O=[N+]([O-])c1ccccc1OCc1nc(-c2cccs2)no1	0.0	.	0	0	.	-17	-0.9	-3
COCC(=O)N(C)C[C@@H]1Oc2ncc(C#CC3(O)CCCC3)cc2C(=O)N([C@H](C)CO)C[C@H]1C	-0.5	2	-7	-2	1	-1	-1.0	5
COc1ccc(-n2ncc3c(NCc4cccnc4)ncnc32)cc1	0.0	55*	4	0	7	-6	3.1	23
Cc1ccc(NC(=O)CCC(=O)c2cccs2)cc1F	0.0	4	-3	0	-4	12	1.1	-1
The listing continues.
SMILES	XiGFP reactiv	esBAF inh	ARNT-TACC3 inh	ERAP1 HTS inh	RAD54 branch	RAD52 inh	CFTR F508del cor	INS-1E GSIS act
CCN(CC)C(CNC(=O)CSc1nnnn1-c1c(C)cccc1C)c1ccco1 (stereo unspecified)	0.2	-2	-2	2	-3	-14	-0.1	-4
CCc1ccc(OCC(=O)c2c(O)c3ccccc3oc2=O)cc1	-0.1	.	-6	2	.	-24	-1.7	14
Cc1c(C(=O)NCc2ccccn2)oc2c(Cl)cccc12	0.0	1	.	0	-4	-4	3.7	13
C[C@@H]1CCCCO[C@@H](CN(C)C(=O)Cc2ccccc2)[C@H](C)CN([C@H](C)CO)C(=O)c2cc(NC(=O)Nc3ccccc3)ccc2O1	0.1	9	1	3	5	-4	-2.2	-20
CN1C(=O)C(=O)/C(=C(/O)c2ccc(Br)cc2)C1c1ccc(Cl)cc1 (stereo unspecified)	0.0	-6	4	-3	6	-4	-1.2	9
Cc1nnc(NC(=O)c2ccc(Br)o2)s1	0.1	32	-8	1	5	-10	2.7	15
O=C1/C(=C/c2ccco2)SC(=S)N1C1CCS(=O)(=O)C1 (stereo unspecified)	0.0	.	5	2	.	-21	1.4	-2
CCn1c(CNC(=O)Cc2ccc(OC)cc2)n[nH]c1=S	0.0	3	-4	-3	1	4	1.0	-4
Cc1c(O)nc2sc3ccccc3n2c1=O	0.1	.	.	-2	.	-18	-0.6	7
CO[C@@H]1CN(C)C(=O)c2cc(NC(C)=O)ccc2OC[C@H](C)N(CC2CC2)C[C@@H]1C	0.4	-5	-5	-5	3	14	-0.5	9

Three of the compounds above, bar-delimited.
mol | XiGFP reactiv | esBAF inh | ARNT-TACC3 inh | ERAP1 HTS inh | RAD54 branch | RAD52 inh | CFTR F508del cor | INS-1E GSIS act
C[C@@H]1CCCCO[C@@H](CN(C)C(=O)Cc2ccccc2)[C@H](C)CN([C@H](C)CO)C(=O)c2cc(NC(=O)Nc3ccccc3)ccc2O1 | 0.1 | 9 | 1 | 3 | 5 | -4 | -2.2 | -20
CN1C(=O)C(=O)/C(=C(/O)c2ccc(Br)cc2)C1c1ccc(Cl)cc1 (stereo unspecified) | 0.0 | -6 | 4 | -3 | 6 | -4 | -1.2 | 9
Cc1nnc(NC(=O)c2ccc(Br)o2)s1 | 0.1 | 32 | -8 | 1 | 5 | -10 | 2.7 | 15
